High-throughput results deposited in PubChem by several laboratories.
CTSL1 counter: blocks F. hepatica cathepsin L1 in PFM18AAP counter-screen | recombinant F. hepatica cathepsin L1, Z-Leu-Arg-MCA fluorescence | inhibition, % at 5.96 µM | actives 0.49% (n = 300,000) | AID 1906;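 active = inhibition above the mean of all tested compounds plus 3 SD, set per screening campaign, cut at about 17% in these data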;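 note: 0% = plate median of test compound wells and 100% = 1 µM Z-Phe-Ala-diazomethylketone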
TPT1 inh: C. albicans TPT1 enzyme inhibition | recombinant caTPT1, FP RNA substrate dephosphorylation | inhibition, % at 5 µM | actives 0.81% (n = 300,000) | AID 1962;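 active = inhibition above the mean of all tested compounds plus 3 SD, set per screening campaign, cut at about 24% in these data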;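 note: plate controls were DMSO alone for no effect and ferristatin control at 100 nM for full effect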
procasp3 activ: activators of human procaspase-3. P42574. recombinant procaspase-3 D3A, Ac-DEVD-pNA absorbance 405 nm. activation, % at 8.5 µM. actives 0.11% (n = 330,000);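 active = activation above the mean of all tested compounds plus 3 SD, cut at about 21% in these data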;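 note: 0% = DMSO alone and 100% = DMSO wells spiked with extra 5 µM PC-3 D3A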
Target sequence (P42574 whole entry D9A/D28A/D175A): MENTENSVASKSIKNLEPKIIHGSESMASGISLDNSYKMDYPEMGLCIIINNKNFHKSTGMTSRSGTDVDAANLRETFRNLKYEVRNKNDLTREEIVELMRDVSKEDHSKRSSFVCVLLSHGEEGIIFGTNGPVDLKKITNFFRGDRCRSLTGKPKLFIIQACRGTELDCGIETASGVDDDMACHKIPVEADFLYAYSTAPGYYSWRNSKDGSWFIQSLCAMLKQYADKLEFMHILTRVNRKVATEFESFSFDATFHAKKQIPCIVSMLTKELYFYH
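Test system: Procaspase-3 D3A mutant; medium: Zinc-free HEPES/NaCl buffer with 0.01% Triton X-100 at pH 7.4; reagent: DEVD-pNA substrate; doses: one concentration, 8.5 µM nominal, 0.8% DMSO; times: 1 h preincubation plus 2 h reaction at 25 °C; signal: Epi-absorbance at 405 nm of released p-nitroaniline, 0 and 120 min; replicates: singlicate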
PP5 inh: PP5 (human) phosphatase inhibition; P53041; purified PP5c, OMFP substrate fluorescence; inhibition, % at 6.7 µM; actives 0.18% (n = 320,000); AID 1987;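 active = inhibition above the campaign's mean inhibition across all tested compounds plus 3 SD, cut at about 9.5% in these data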;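 note: 0% = DMSO only and 100% = 100 µM cantharidin control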
Target sequence (P53041 whole entry, looked up): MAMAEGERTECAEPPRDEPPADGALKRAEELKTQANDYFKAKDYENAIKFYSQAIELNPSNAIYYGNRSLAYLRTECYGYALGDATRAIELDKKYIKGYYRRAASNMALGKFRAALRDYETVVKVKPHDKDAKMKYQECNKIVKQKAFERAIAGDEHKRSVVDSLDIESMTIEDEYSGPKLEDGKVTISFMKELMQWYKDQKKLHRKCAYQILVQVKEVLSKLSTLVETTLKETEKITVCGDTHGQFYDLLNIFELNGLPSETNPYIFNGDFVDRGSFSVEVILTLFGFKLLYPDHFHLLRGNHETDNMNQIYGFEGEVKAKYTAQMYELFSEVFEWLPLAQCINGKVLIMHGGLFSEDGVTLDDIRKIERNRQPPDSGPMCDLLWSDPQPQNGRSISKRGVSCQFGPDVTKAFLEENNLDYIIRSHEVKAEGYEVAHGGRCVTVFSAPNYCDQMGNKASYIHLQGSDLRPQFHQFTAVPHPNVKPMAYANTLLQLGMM
procasp7 counter: counter-screen for procaspase-3 activators: activators of human procaspase-7; P55210; recombinant procaspase-7, Ac-DEVD-pNA absorbance 405 nm; D23A/D198A/D206A triple mutant, cannot self-cleave; scale: DMSO 0, 5 µM enzyme 100; activation, % at 8.5 µM; actives 0.093% (n = 330,000);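 active = percent activation above the screen-wide mean plus 3 SD, cut at about 25% in these data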
Target sequence (P55210 whole entry D23A/D198A/D206A): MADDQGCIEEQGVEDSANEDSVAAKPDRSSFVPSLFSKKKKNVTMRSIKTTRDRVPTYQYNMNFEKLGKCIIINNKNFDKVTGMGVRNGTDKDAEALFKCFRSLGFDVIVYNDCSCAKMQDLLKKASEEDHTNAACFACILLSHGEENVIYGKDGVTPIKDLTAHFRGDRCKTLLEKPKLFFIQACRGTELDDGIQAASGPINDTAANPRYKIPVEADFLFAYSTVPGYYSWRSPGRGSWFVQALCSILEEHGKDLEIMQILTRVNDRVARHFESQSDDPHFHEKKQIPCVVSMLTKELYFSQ
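buffer or medium = Zinc-free HEPES/NaCl buffer, pH 7.4 | material = Procaspase-7 triple mutant (PC-7 D3A) | input = 2 µM procaspase-7 mutant as dispensed | signal = Epi-absorbance of released pNA at 405 nm, two timepoints | timing = 1 h preincubation, 2 h reaction | replicates = singlicate compound testing | evaluation = % activation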
PP1 inh: PP1-alpha (human) inhibition in PP5 counter-screen. P62136. purified PP1alpha, OMFP fluorescence. inhibition, % at 6.7 µM. actives 0.9% (n = 320,000);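 active = inhibition above the mean inhibition of all tested compounds plus 3 SD, computed separately for each screening campaign, cut at about 15% in these data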
Efflux pump mplx: blocks antifungal efflux pumps in multiplex yeast assay; S. cerevisiae Candida pump triplex, Nile Red efflux; inhibition, % at 10 µM; actives 0.44% (n = 330,000);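 active = plate passing quality check with inhibition over a set limit, or well fluorescence over plate mean plus 4 SD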;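 note: Nile Red retained in pooled yeast measured as flow cytometry median fluorescence; 0% = buffer negative control and 100% = Enniatin B positive control; higher means more Nile Red kept so more efflux inhibition; some compounds called inactive have numbers as strong as hits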
JMJD2C inh: inhibitors of human GASC-1 (JMJD2C) demethylase | inhibition, % at 2.35 µM | GST-JMJD2C(1-420) H3K9me3 demethylation, DELFIA europium | AID 2099 | actives 0.069% (n = 330,000);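 active = more than half of a compound's replicate wells show inhibition beyond 50%, single wells judged on their own value; inconclusive = some, but no more than half, of replicates pass 50% inhibition; inactive = no replicate passes 50% inhibition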;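 note: signal counts dimethyl H3K9 product captured on neutravidin plate; 0% = median of DMSO wells and 100% = 0.3 times that DMSO median; strong numbers were not always called active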
core dimer inh: HCV core protein dimerization inhibition; TR-FRET GST/Flag-core106 dimerization, 1536-well; inhibition, % at 5 µM; actives 0.33% (n = 300,000); AID 1899;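 active = inhibition above the mean of all tested compounds plus 3 SD, set per screening campaign, cut at about 45% in these data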
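Assay system: GST-tagged and Flag-tagged HCV core protein residues 1-106 / Times: compound-protein-antibody incubation 4 h at 22.5 °C / Signal: time-resolved FRET, ex 340 nm, em 617 and 671 nm / Evaluation: % inhibition based on acceptor/donor emission ratio / Benchmarks: wells lacking GST-core106 and wells with excess unlabelled core106 / Repeats: singlicate, one well per compound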
The depositor's hits bear a star; ? = inconclusive; / = not tested or not shown; & = joins results of further samples.

SMILES | CTSL1 counter | TPT1 inh | procasp3 activ | PP5 inh | procasp7 counter | PP1 inh | Efflux pump mplx | JMJD2C inh | core dimer inh
Cc1ccc(NCc2nnc(SCC(=O)NCc3ccco3)n2CC2CCCO2)cc1Cl (stereo unspecified) | -3 | -6 | 10 | 4.7 | 15 | 1 | -0.2 | 35&8 | -2
Cc1csc(N(C(=O)CCNC(=O)c2ccc([N+](=O)[O-])cc2)c2ccccc2)n1 | 6 | -3 | 6 | 3.2 | -2 | -3 | -0.1 | -1 | -9
COc1ccc(C(=O)/C=C/N2CCCCC2)cc1OC | 4 | 2 | 4 | 1.6 | 0 | -2 | 0.1 | ? | -5
C=C1c2cc3c(cc2NC(=S)N1Cc1ccccc1)OCO3 | -1 | -1 | 11 | -0.3 | 2 | 6 | 0.0 | 6 | 11
NNc1cc([N+](=O)[O-])cc2c1C(=O)N(Cc1ccccc1)S2=O (stereo unspecified) | -4 | 0 | 1 | -1.2 | 1 | 3 | 0.0 | 7 | 26
Cc1cc2c(c(=O)o1)C(Cc1ccccc1)C(C#N)=C(N)O2 (stereo unspecified) | -4 | -1 | -1 | 3.1 | -11 | -3 | 0.3 | -1 | -4
COc1ccc(CNC(=O)[C@]2(C)CCC[C@@]3(C)C4CC[C@@]5(C)C[C@]4(CCC32)CC5=O)cc1 (stereo partly specified) | / | / | 4 | 3.5 | -3 | -1 | 0.1 | -4 | /
CCOn1c(=O)c(-c2ccc(C)cc2)[n+]([O-])c2ccccc21 | 2 | -3 | 6 | 0.3 | -12 | 6 | 0.1 | 1 | -38
CCn1cc(C(=O)NCCC(=O)OC)c(=O)c2cc3c(cc21)OCO3 | 2 | 1 | -6 | -2.1 | 8 | -4 | 0.3 | -2 | 0
CSc1cccc(NC(=O)C2CCCN2S(=O)(=O)c2ccc(Br)s2)c1 (stereo unspecified) | -1 | 2 | 2 | 0.0 | 3 | -2 | 0.4 | 4 | 4
COc1ccc(N2CCN(C(=O)c3ccc(C)cc3Cl)CC2)cc1 | 0 | -1 | 2 | 2.7 | -4 | -5 | 0.2 | 32 | 1
CSc1ccccc1NC(=O)CSc1nncs1 | 0 | -4 | -3 | -1.8 | 3 | -3 | 0.0 | 10 | -4
COc1ccc2[nH]cc(/C=C(/C#N)S(=O)(=O)c3ccccc3)c2c1 | -1 | 5 | -12 | 7.6 | -33 | 3 | 0.3 | -2 | 8
COc1cccc(OCc2nn[nH]n2)c1 | 2 | 0 | 10 | 1.3 | -10 | 0 | 0.0 | -11 | 1
C=CCn1c(SCC(=O)NC2CCS(=O)(=O)C2)nc2scc(C3CC3)c2c1=O (stereo unspecified) | -1 | 0 | -3 | -1.1 | -2 | 9 | 0.1 | -1 | 8
CC1CCN(C(=O)COC(=O)CSc2ccc(C(N)=O)cc2[N+](=O)[O-])CC1 | -6 | -3 | 0 | -1.6 | -20 | -5 | 0.0 | -17 | -9
CCCn1c(N)c(C(=O)CSc2nnc(C3CC3)n2C2CC2)c(=O)[nH]c1=O | / | / | -4 | / | 4 | / | -0.2 | 10 | /
COc1cc(OC)c(OC)cc1CNC(=O)c1ccc(S(=O)(=O)N2CCCCC2)cc1 | / | / | 7 | 0.7 | -7 | -1 | -0.2 | -8 | /
O=C(CCCCCCCC(=O)c1ccccc1)c1ccccc1 | -1 | -1 | -3 | 3.6 | 0 | -1 | 0.1 | -19 | 3
NC(=O)c1cc(S(=O)(=O)NCc2ccccc2)cs1 | -5 | 3 | 4 | -1.0 | -16 | 0 | 0.3 | -7 | -4
O=C(Cn1cnc2c(nnn2Cc2ccccc2)c1=O)NCc1ccccc1Cl | -1 | 2 | -12 | 1.1 | 6 | -3 | 0.0 | -7 | 5
CCOC(=O)N1CCC(NC(=O)c2cc(-c3ccc(F)cc3)[nH]c2C)CC1 | -2 | -4 | 7 | 0.0 | 5 | -1 | -0.1 | 25 | -5
O=C(COC(=O)Cn1cnc2ccccc2c1=O)Nc1ccc(Cl)c(C(F)(F)F)c1 | -3 | 1 | 6 | -0.7 | -10 | 1 | -0.5 | 1 | 2
CC1(C)CC(=O)N(CC(=O)O)c2ccccc2S1(=O)=O | -3 | -1 | -4 | 2.5 | -2 | -2 | 0.1 | 3 | 3
O=C(NCCS(=O)(=O)N1CCN(c2ccccc2)CC1)C1CC1 | 4 | 0 | 2 | 2.2 | 2 | -7 | 0.2 | -2 | -5

Overlap with the part before: two entries, then new ones.
SMILES | CTSL1 counter | TPT1 inh | procasp3 activ | PP5 inh | procasp7 counter | PP1 inh | Efflux pump mplx | JMJD2C inh | core dimer inh
CC1(C)CC(=O)N(CC(=O)O)c2ccccc2S1(=O)=O | -3 | -1 | -4 | 2.5 | -2 | -2 | 0.1 | 3 | 3
O=C(NCCS(=O)(=O)N1CCN(c2ccccc2)CC1)C1CC1 | 4 | 0 | 2 | 2.2 | 2 | -7 | 0.2 | -2 | -5
Nc1nc(SCc2ccc(Cl)cc2Cl)n[nH]1 | 1 | -3 | -5 | 1.0 | 0 | -3 | 0.0 | 1 | -7
COc1ccc(N2C(=O)C(CC(=O)Nc3ccccc3)N(CCc3ccc(OC)c(OC)c3)C2=O)cc1 (stereo unspecified) | -3 | 0 | 1 | 2.1 | -5 | 1 | -0.1 | -3 | 4
CCN(Cc1ccccc1)S(=O)(=O)c1ccc2c(c1)NC(=O)CC(=O)N2 | 0 | -2 | 0 | -0.9 | 2 | -6 | 0.1 | 7 | -3
O=C(CCCn1c(=S)[nH]c2cc3c(cc2c1=O)OCO3)NCCc1ccccc1Cl | 2 | -1 | -1 | 0.5 | 4 | -5 | -0.1 | 0 | 9
COc1ccc(OC)c2c1sc(=NC(=O)C1CC1)n2C | 0 | -2 | 1 | 0.3 | 2 | 0 | -0.1 | 9 | 3
Cc1ccc(S(=O)(=O)NCCC(=O)Nc2ccc(C)c(Cl)c2)cc1C | 1 | -1 | 6 | 4.1 | 6 | 1 | -0.1 | 2 | 0
O=C(O)CCC(=O)NNc1nc2ccccc2nc1-c1ccccc1 | 3 | -4 | 4 | 0.9 | 6 | 0 | 0.0 | -2 | 3
CCCc1nnc(NC(=O)COC(=O)c2cc(C)nc3ccccc23)s1 | -2 | -1 | -7 | -2.0 | -3 | -4 | 0.0 | -9 | -10
CCC(C)Sc1nc2c(cnn2-c2ccc(F)cc2)c(=O)[nH]1 (stereo unspecified) | 4 | -1 | 1 | -6.1 | -6 | -12 | 0.1 | -19 | -2
O=c1c2ccccc2oc2ccc(Oc3ccccc3)cc12 | 1 | 1 | 2 | 3.6 | 6 | -1 | -0.1 | -4 | -13
Cc1nnc(SCC(=O)Nc2nccs2)[nH]c1=O | 4 | -5 | -1 | 1.3 | -13 | -7 | 0.3 | -23 | 4
O=C(O)Cc1ccc(NC(=S)Nc2cccc(Cl)c2Cl)cc1 | 2 | -2 | -14 | 0.2 | -13 | -2 | 0.0 | 4 | -4
C#CCOCCOCCOCCNc1nc(N2CCN(C(=O)[C@H](CCCCN)n3cc([C@@H](N)CO)nn3)CC2)nc(N2CCN(C(=O)[C@H](Cc3ccc(O)cc3)n3cc([C@@H](N)CC(C)C)nn3)CC2)n1 | -1 | -5 | -2 | 3.6 | 3 | 0 | -0.1 | -9 | -7
CC(NC(=O)/C=C/c1cnc2ccccc2n1)C12CC3CC(CC(C3)C1)C2 (stereo unspecified) | -8 | -2 | 1 | 3.4 | 7 | 3 | 0.0 | -3 | 17
O=C(CCS(=O)(=O)c1cccc2nsnc12)NCc1ccccc1 | -2 | 2 | 1 | 0.1 | 3 | 1 | 0.2 | 7 | -1
O=C(Nc1ccc(NC(=O)C2CC2)nc1)c1ccccc1F | -4 | -1 | -8 | 0.0 | 13 | -1 | 0.4 | -4 | 9
Cc1c(C=O)c2ccccc2n1CC(=O)NC(C)c1ccccc1 (stereo unspecified) | 3 | 2 | -4 | -2.8 | -2 | -5 | -0.1 | -9 | 2
Cc1csc(=Nc2ccccc2)n1CCO | 0 | 5 | 4 | 0.5 | -12 | 1 | -0.1 | -14 | -10
CN(C)c1ccc(/C=N/Nc2nncc3ccccc23)cc1 | 5 | 0 | -7 | 3.0 | 9 | 1 | 0.1 | 5 | 3
COc1ccc(OCc2nn3c(-c4ccco4)nnc3s2)cc1 | -2 | 1 | -2 | -0.5 | 0 | 1 | -0.1 | 17 | 11
O=C(Cn1cnc2c(cnn2-c2ccccc2)c1=O)Nc1cc(S(=O)(=O)N2CCOCC2)ccc1Cl | 2 | 2 | -2 | 0.9 | -2 | 0 | -1.9 | -5 | -1
COc1ccc(NC(=O)c2cncn2-c2ccccc2)cc1 | 2 | -1 | 0 | 3.6 | -6 | 0 | -0.2 | 3 | -12
CCOc1ccc(-n2c(Cc3cc(=O)[nH]c(=O)[nH]3)nnc2SCC(=O)NC2CCCC2)cc1 | -1 | -2 | -3 | -0.9 | -1 | -4 | 0.0 | 8 | -4
O=c1[nH]c(CN2CCc3ccccc3C2)nc2ccccc12 | 3 | 0 | -6 | 2.7 | -10 | 5 | 0.1 | 4 | -3
O=C(NCc1ccccc1)C(c1cccnc1)N(C(=O)c1ccccn1)c1ccccc1F (stereo unspecified) | 6 | 1 | 3 | -0.8 | 6 | 1 | -0.2 | 10 | -10

Going on with the list:
SMILES | CTSL1 counter | TPT1 inh | procasp3 activ | PP5 inh | procasp7 counter | PP1 inh | Efflux pump mplx | JMJD2C inh | core dimer inh
CCOC(=O)c1cccc(NC(=O)c2ccco2)c1 | 1 | -1 | 6 | 2.6 | 0 | 6 | 0.0 | 2 | 0
CN1C(=O)S/C(=C\c2ccccc2OCc2ccc(C(=O)O)cc2)C1=O | 10 | -2 | 9 | 1.3 | -7 | 1 | -0.1 | -11 | 18
CCOC(=O)c1c(C)[nH]c(C(=O)COC(=O)c2ccc([N+](=O)[O-])o2)c1C | / | / | 4 | / | -5 | / | -0.1 | -3 | /
Cc1cc(C(=O)O)sc1C | -1 | 6 | 2 | -2.5 | 3 | -2 | -0.1 | -6 | -6
COc1ccc(-c2c(-c3ccc4c(c3)OCO4)noc2C)cn1 | -3 | -4 | 3 | 1.7 | 1 | 6 | 0.0 | 8 | 1
C=CCn1c(=O)c2ccccc2n2c(=S)[nH]nc12 | -1 | -3 | 1 | -1.4 | -3 | 1 | -0.1 | 28 | -7
COc1cccc(N2CCN(C(=O)c3ccc(CSc4nc5ccncc5[nH]4)cc3)CC2)c1 | 6 | -5 | 5 | -0.2 | 8 | -3 | 0.2 | 4 | 6
CN(C)S(=O)(=O)c1ccc(Cl)c(NC(=O)C2CCN(S(=O)(=O)c3cccs3)CC2)c1 | / | / | 3 | 0.3 | -6 | -3 | 0.0 | 1 | /
CC1CN(c2ccccc2)C(=O)CS1 (stereo unspecified) | -2 | -2 | 2 | 0.8 | 1 | -1 | -0.2 | 0 | 10
